PV pol inh: poliovirus RNA polymerase inhibition. AID 588519. P03300. % elongation, % (compound at 16.7 µg/mL). poliovirus polymerase elongation, fluorescence polarization; hits give low values. hit rate 0.66% among 150,000; in the data active means % elongation below about 90%; further: some results filed as inactive read as strong as hits
Target sequence (P03300 1749-2209 limits assumed): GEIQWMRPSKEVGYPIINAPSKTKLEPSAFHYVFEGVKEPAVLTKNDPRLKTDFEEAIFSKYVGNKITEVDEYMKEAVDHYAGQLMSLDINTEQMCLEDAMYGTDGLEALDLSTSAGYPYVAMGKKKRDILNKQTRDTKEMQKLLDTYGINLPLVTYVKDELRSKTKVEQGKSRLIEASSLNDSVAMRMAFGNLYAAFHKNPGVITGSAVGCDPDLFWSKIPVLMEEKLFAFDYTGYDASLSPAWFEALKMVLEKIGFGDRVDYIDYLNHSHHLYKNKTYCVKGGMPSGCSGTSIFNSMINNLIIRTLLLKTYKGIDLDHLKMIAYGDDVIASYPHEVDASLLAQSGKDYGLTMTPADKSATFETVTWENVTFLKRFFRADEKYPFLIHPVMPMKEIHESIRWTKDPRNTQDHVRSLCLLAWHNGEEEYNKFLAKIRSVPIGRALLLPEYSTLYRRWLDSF
PV pol inh FP z-score: also measured in PV pol inh; calls as there; z-score; measured here: FP z-score; hits read low
* hit, by the source's call. An excerpt, so the mix of outcomes need not match the whole.

CCC1CCCCN1C(=O)CSCc1ccc(Cl)cc1 (stereo unspecified) was read as PV pol inh 102.0 and PV pol inh FP z-score 0.2.
COCCCNC(=O)Cn1cnc2sc(C)c(S(=O)(=O)N3CCC(C)CC3)c2c1=O was read as PV pol inh 108.0 and PV pol inh FP z-score 0.5.
For CCc1nc2c(cnn2-c2ccccc2)c(=O)n1-c1ccc(Br)cc1 the results were PV pol inh 100.0 and PV pol inh FP z-score -0.6.
For O=C(Cn1c(=O)nc(-c2ccccc2)c2ccccc21)NCCc1ccccc1 the results were PV pol inh 110.0 and PV pol inh FP z-score 0.7.
`CC1=C(C(N)=O)C(c2cccc(C)c2)n2nc(-c3ccc(Cl)cc3)nc2N1` (stereo unspecified) gave PV pol inh 105.0 and PV pol inh FP z-score 0.3.
Screening CCC(=O)NCC1(c2ccccc2)CCCC1 returned PV pol inh 103.0 and PV pol inh FP z-score 0.3.
Screening CC(=O)N1CCc2cc(S(=O)(=O)CCC(=O)N3CCCC3)ccc21 returned PV pol inh 105.0 and PV pol inh FP z-score 0.6.
`CCOC(=O)c1ccc(NC(=O)CCC(=O)N2CCSc3ccccc32)cc1` gave PV pol inh 108.0 and PV pol inh FP z-score 0.2.
Cc1c(Cl)cccc1-n1c(SCC(=O)N2CCC(C(=O)O)CC2)nc2ccccc2c1=O was read as PV pol inh 104.0 and PV pol inh FP z-score 0.1.
For CCOC(=O)CC1C(=O)NCCN1C(=O)COc1ccc(C(C)(C)C)cc1 (stereo unspecified) the results were PV pol inh 102.0 and PV pol inh FP z-score -0.2.
Screening COc1ccc(OC(C)c2nc3ccccc3[nH]2)cc1 (stereo unspecified) returned PV pol inh 108.0 and PV pol inh FP z-score 0.1.
For O=C(NC(O)C(=O)c1ccccc1)c1ccc(F)cc1 (stereo unspecified) the results were PV pol inh 104.0 and PV pol inh FP z-score 0.3.
`CCn1c(SCCC(=O)Nc2ccccc2)nnc1-c1ccc(OC)cc1` gave PV pol inh 99.0 and PV pol inh FP z-score -0.7.
Screening O=C(c1ccc2c(c1)N(Cc1ccccc1)C(=O)c1ccccc1S2(=O)=O)N1CCN(c2ccccn2)CC1 returned PV pol inh 106.0 and PV pol inh FP z-score 0.3.
Cc1nsc(N)c1C(=O)OCC(=O)N1CCN(S(=O)(=O)c2ccc(Cl)cc2)CC1 was read as PV pol inh 106.0 and PV pol inh FP z-score 0.5.
Screening Cc1ccc(C)c(CN2CCNC2=O)c1 returned PV pol inh 102.0 and PV pol inh FP z-score 0.5.
For Cc1ccc(CNc2nccn(-c3cc(C)cc(C)c3)c2=O)cc1 the results were PV pol inh 109.0 and PV pol inh FP z-score 0.5.
`CCOCCCn1c(SCc2ccccc2)nnc1-c1ccncc1` gave PV pol inh 104.0 and PV pol inh FP z-score 0.1.
`CC(C)(C)NC(=O)C1CC(=O)OC1(C)C` (stereo unspecified) gave PV pol inh 100.0 and PV pol inh FP z-score -0.4.
For CCOC(=O)Nc1ccc2c(CNCC(C)C)cc(=O)oc2c1 the results were PV pol inh 98.0 and PV pol inh FP z-score -0.5.
For O=C1C2C(c3ccccc3)C=CC(c3ccccc3)C2C(=O)N1c1nccs1 (stereo unspecified) the results were PV pol inh 101.0 and PV pol inh FP z-score -0.4.
`CCN(CCO)C(=S)Nc1ccccc1C` gave PV pol inh 101.0 and PV pol inh FP z-score 0.
COC(=O)c1ccc(Sc2ccc(F)cc2)c(N)c1 was read as PV pol inh 97.0 and PV pol inh FP z-score -1.1.
`Cc1oc(-c2ccccc2Cl)nc1CS(=O)(=O)CC(=O)NCc1ccc(F)cc1` gave PV pol inh 99.0 and PV pol inh FP z-score -1.8.
`CCOc1cc(S(=O)(=O)N(CC)CC)c(OCC)cc1-n1cnnn1` gave PV pol inh 102.0 and PV pol inh FP z-score 0.
For O=C(Cc1ccsc1)OCN1C(=O)c2ccccc2C1=O the results were PV pol inh 98.0 and PV pol inh FP z-score -0.3.
Cc1c(C#N)c(NC(=O)CN(C)CC(=O)Nc2ccc(F)c(F)c2F)n(Cc2ccco2)c1C was read as PV pol inh 105.0 and PV pol inh FP z-score 0.3.
`CS(=O)(=O)N1CCc2cc(C(=O)Nc3ccc(S(N)(=O)=O)cc3)ccc21` gave PV pol inh 98.0 and PV pol inh FP z-score -2.
O=C(CNC(=O)c1ccc(Cl)cc1)OCc1cc(=O)n2ccsc2n1 was read as PV pol inh 107.0 and PV pol inh FP z-score 0.2.
O=C(NCc1ccco1)c1scc2c1OCCO2 was read as PV pol inh 106.0 and PV pol inh FP z-score 0.4.
Cc1cccc(Cn2c(CCNC(=O)C(C)(C)C)nc3ccccc32)c1 was read as PV pol inh 101.0 and PV pol inh FP z-score -0.8.
`O=C(CCn1nc(-c2ccc(Cl)cc2)ccc1=O)NCCc1ccccc1` gave PV pol inh 115.0 and PV pol inh FP z-score 1.1.
`O=C(CSc1nnc(-c2cccnc2)o1)OC1CCCCC1` gave PV pol inh 101.0 and PV pol inh FP z-score -0.1.
`CNC(=O)CNC(=O)c1ccccc1` gave PV pol inh 96.0 and PV pol inh FP z-score -0.6.
`COC(=O)c1ccccc1NC(=O)CCS(=O)(=O)c1nc(-c2ccc3c(c2)OCO3)cc(C(F)(F)F)n1` gave PV pol inh 101.0 and PV pol inh FP z-score -0.4.
Clc1cccc(-n2ncc3c(NC4CCCCCC4)ncnc32)c1 was read as PV pol inh 104.0 and PV pol inh FP z-score -0.5.
O=C(CCCn1c(=O)oc2ccccc21)N1CCN(S(=O)(=O)c2ccc3c(c2)CCC3)CC1 was read as PV pol inh 105.0 and PV pol inh FP z-score 0.4.
Screening CCSC1=C(C#N)C(=O)NC(CO)S1 (stereo unspecified) returned PV pol inh 107.0 and PV pol inh FP z-score 0.8.
For CCn1nc(C)c2c(-c3ccccc3)cc(=O)n(C(C)C(=O)NCCC(C)C)c21 (stereo unspecified) the results were PV pol inh 105.0 and PV pol inh FP z-score -0.1.
Screening CCC(CO)NC(=S)Nc1ccccc1C (stereo unspecified) returned PV pol inh 108.0 and PV pol inh FP z-score 0.5.
Cc1ccc(C(C)C)c(OCC(=O)Nc2cc(-c3nc4ncccc4o3)ccc2Cl)c1 was read as PV pol inh 100.0 and PV pol inh FP z-score -0.3.
For CCCN(CCC)CCCNC(=O)Cn1ncc2c3ccccc3n(Cc3ccccc3F)c2c1=O the results were PV pol inh 113.0 and PV pol inh FP z-score 0.5.
`Cc1ccc(C(=O)C(OC(=O)c2c(C)cc(=O)oc2C)c2ccccc2)cc1` (stereo unspecified) gave PV pol inh 100.0 and PV pol inh FP z-score -0.4.
`Cc1ccccc1Cc1c(C)nc2nc(SCC(=O)NC(C)c3ccccc3)nn2c1C` (stereo unspecified) gave PV pol inh 106.0 and PV pol inh FP z-score 0.4.
For COc1ccc(CNC(=O)c2ccc(CS(=O)(=O)c3ccc(Br)cc3)o2)cc1 the results were PV pol inh 106.0 and PV pol inh FP z-score 0.
For CN(C)S(=O)(=O)c1cccc(C(=O)OCC(=O)NC2CC2)c1 the results were PV pol inh 103.0 and PV pol inh FP z-score 0.
`CCC(Oc1ccccc1)C(=O)Nc1ccc2oc(-c3ccc(OC)cc3)nc2c1` (stereo unspecified) gave PV pol inh 110.0 and PV pol inh FP z-score 0.2.
C=CCc1cccc(/C=C(/C#N)C(N)=O)c1O was read as PV pol inh 102.0 and PV pol inh FP z-score 0.1.
For Clc1cc2nsnc2cc1Cl the results were PV pol inh 101.0 and PV pol inh FP z-score -0.3.
For CCC(Sc1nc2sc(C(=O)OC)c(C)c2c(=O)n1N)C(=O)N(CC)CC (stereo unspecified) the results were PV pol inh 102.0 and PV pol inh FP z-score 0.3.
`COc1cc(C(CC(=O)NCc2ccccc2Cl)N2Cc3ccccc3C2=O)cc(OC)c1OC` (stereo unspecified) gave PV pol inh 104.0 and PV pol inh FP z-score -0.5.
For CC(Sc1nc(-c2ccccc2)cc(C(F)(F)F)n1)C(=O)NN1CCCCC1 (stereo unspecified) the results were PV pol inh 103.0 and PV pol inh FP z-score 0.2.
CC1(C)CC(C(N)=O)C(C)(C)N1 (stereo unspecified) was read as PV pol inh 101.0 and PV pol inh FP z-score 0.
CC1=C(C(=O)Nc2ccccn2)C(c2ccsc2)C2=C(CC(c3ccco3)CC2=O)N1 (stereo unspecified) was read as PV pol inh 101.0 and PV pol inh FP z-score 0.
For CCOc1ccc(CCNC(=O)c2cnc3sc(N(CC)CC)nn3c2=O)cc1OCC the results were PV pol inh 101.0 and PV pol inh FP z-score -0.3.
For O=C(NCC(O)c1ccccc1)Nc1ccc(F)cc1 (stereo unspecified) the results were PV pol inh 99.0 and PV pol inh FP z-score -0.9.
Screening Cc1ccc(C(=O)Sc2nnc3ccccn23)cc1 returned PV pol inh 101.0 and PV pol inh FP z-score -0.1.
Cc1cc(C)c(S(=O)(=O)NCCc2cc3cc(C)c(C)cc3[nH]c2=O)c(C)c1 was read as PV pol inh 105.0 and PV pol inh FP z-score 0.
Screening COc1ccc(OC)c(C(c2c(O)[nH]c(=S)[nH]c2=O)N2CCN(c3ccccc3)CC2)c1 (stereo unspecified) returned PV pol inh 100.0 and PV pol inh FP z-score -0.4.
Screening CC1CN(c2cc(=O)n(-c3ccc(Cl)cc3)c(=O)[nH]2)CC(C)O1 (stereo unspecified) returned PV pol inh 98.0 and PV pol inh FP z-score -0.8.
`CCn1c(NCc2ccc(OC)cc2)nc2ccccc21` gave PV pol inh 104.0 and PV pol inh FP z-score 0.3.
For O=S(=O)(c1ccccc1)c1nnn2c1nc(N1CCCCC1)c1sccc12 the results were PV pol inh 104.0 and PV pol inh FP z-score 0.3.
CCN=C1S/C(=C2\C(=O)N(C)c3ccccc32)C(=O)N1CC was read as PV pol inh 105.0 and PV pol inh FP z-score 0.6.
For CCN(CC)c1ccc(NC(=O)CN2CCN(c3ccccc3OC)CC2)cc1 the results were PV pol inh 111.0 and PV pol inh FP z-score 0.9.
For O=S(=O)(NCc1ccc(F)cc1)c1ccc(N2CCCCS2(=O)=O)cc1 the results were PV pol inh 102.0 and PV pol inh FP z-score -0.5.
Screening O=C(CSc1nnc(-c2ccccc2)o1)Oc1ccc(Br)cc1 returned PV pol inh 102.0 and PV pol inh FP z-score 0.1.
For Cc1cc(O)c(C(c2ccc(F)cc2)N2CCCCC2)c(=O)n1Cc1ccco1 (stereo unspecified) the results were PV pol inh 105.0 and PV pol inh FP z-score -0.8.
For CCOc1ccc(-c2noc(CCCC(N)=O)n2)cc1OC the results were PV pol inh 100.0 and PV pol inh FP z-score -1.1.
`Cc1nc2c(-c3ccccc3)c(C)nn2c(C)c1CC(=O)NN1CCOCC1` gave PV pol inh 102.0 and PV pol inh FP z-score 1.1.
Screening CCc1ccc(C(=O)CC2(O)C(=O)N(CCc3ccccc3)c3ccc(Cl)cc32)cc1 (stereo unspecified) returned PV pol inh 105.0 and PV pol inh FP z-score -0.9.

An excerpt from above in order of formula weight, low to high.
CC1(C)CC(C(N)=O)C(C)(C)N1 (stereo unspecified) was read as PV pol inh 101.0 and PV pol inh FP z-score 0.
Screening Cc1ccc(C(=O)Sc2nnc3ccccn23)cc1 returned PV pol inh 101.0 and PV pol inh FP z-score -0.1.
For O=C(NCC(O)c1ccccc1)Nc1ccc(F)cc1 (stereo unspecified) the results were PV pol inh 99.0 and PV pol inh FP z-score -0.9.
`CCn1c(NCc2ccc(OC)cc2)nc2ccccc21` gave PV pol inh 104.0 and PV pol inh FP z-score 0.3.
For CCOc1ccc(-c2noc(CCCC(N)=O)n2)cc1OC the results were PV pol inh 100.0 and PV pol inh FP z-score -1.1.
Screening CC1CN(c2cc(=O)n(-c3ccc(Cl)cc3)c(=O)[nH]2)CC(C)O1 (stereo unspecified) returned PV pol inh 98.0 and PV pol inh FP z-score -0.8.
`Cc1nc2c(-c3ccccc3)c(C)nn2c(C)c1CC(=O)NN1CCOCC1` gave PV pol inh 102.0 and PV pol inh FP z-score 1.1.
Screening O=C(CSc1nnc(-c2ccccc2)o1)Oc1ccc(Br)cc1 returned PV pol inh 102.0 and PV pol inh FP z-score 0.1.
For Cc1cc(O)c(C(c2ccc(F)cc2)N2CCCCC2)c(=O)n1Cc1ccco1 (stereo unspecified) the results were PV pol inh 105.0 and PV pol inh FP z-score -0.8.
For CCN(CC)c1ccc(NC(=O)CN2CCN(c3ccccc3OC)CC2)cc1 the results were PV pol inh 111.0 and PV pol inh FP z-score 0.9.
For O=S(=O)(NCc1ccc(F)cc1)c1ccc(N2CCCCS2(=O)=O)cc1 the results were PV pol inh 102.0 and PV pol inh FP z-score -0.5.
Cc1cc(C)c(S(=O)(=O)NCCc2cc3cc(C)c(C)cc3[nH]c2=O)c(C)c1 was read as PV pol inh 105.0 and PV pol inh FP z-score 0.
For CC(Sc1nc(-c2ccccc2)cc(C(F)(F)F)n1)C(=O)NN1CCCCC1 (stereo unspecified) the results were PV pol inh 103.0 and PV pol inh FP z-score 0.2.
CC1=C(C(=O)Nc2ccccn2)C(c2ccsc2)C2=C(CC(c3ccco3)CC2=O)N1 (stereo unspecified) was read as PV pol inh 101.0 and PV pol inh FP z-score 0.
Screening CCc1ccc(C(=O)CC2(O)C(=O)N(CCc3ccccc3)c3ccc(Cl)cc32)cc1 (stereo unspecified) returned PV pol inh 105.0 and PV pol inh FP z-score -0.9.
Screening COc1ccc(OC)c(C(c2c(O)[nH]c(=S)[nH]c2=O)N2CCN(c3ccccc3)CC2)c1 (stereo unspecified) returned PV pol inh 100.0 and PV pol inh FP z-score -0.4.
For CCOc1ccc(CCNC(=O)c2cnc3sc(N(CC)CC)nn3c2=O)cc1OCC the results were PV pol inh 101.0 and PV pol inh FP z-score -0.3.
`COc1cc(C(CC(=O)NCc2ccccc2Cl)N2Cc3ccccc3C2=O)cc(OC)c1OC` (stereo unspecified) gave PV pol inh 104.0 and PV pol inh FP z-score -0.5.

(listing goes on)
O=C(NC1CCN(Cc2ccccc2)CC1)c1ccc(Cn2c(=O)c3ccccc3n(Cc3ccc(Cl)cc3)c2=O)cc1 was read as PV pol inh 99.0 and PV pol inh FP z-score -2.1.
`CC(=O)N1N=C(c2ccccc2)OC1c1cccnc1` (stereo unspecified) gave PV pol inh 103.0 and PV pol inh FP z-score 0.4.
CN1CCC(N(C)C(=O)/C=C/c2cn(-c3ccccc3)nc2-c2cccnc2)CC1 was read as PV pol inh 97.0 and PV pol inh FP z-score -0.8.
O=C(COc1ccc(Br)cc1Br)Nc1ccc(S(=O)(=O)Nc2ncccn2)cc1 was read as PV pol inh 106.0 and PV pol inh FP z-score 0.2.
CC(OC(=O)c1cc2sccc2n1C)C(=O)NCC1CCCO1 (stereo unspecified) was read as PV pol inh 102.0 and PV pol inh FP z-score 0.3.
